Screening data from PubChem.
PDI turbidity: blocks human protein disulfide isomerase activity. P07237. PDI insulin aggregation turbidity, A650, 90 min. inhibition, % at 10 µM. 350,000 tested, 0.052% active;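 active = mean inhibition across replicates of 30% or more, whatever share of single replicates reach that level; inconclusive = mean inhibition below 30% while every single replicate reaches 30%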;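 also: absorbance from insulin aggregation driven by PDI reduction with DTT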
Target sequence (P07237 whole entry, looked up): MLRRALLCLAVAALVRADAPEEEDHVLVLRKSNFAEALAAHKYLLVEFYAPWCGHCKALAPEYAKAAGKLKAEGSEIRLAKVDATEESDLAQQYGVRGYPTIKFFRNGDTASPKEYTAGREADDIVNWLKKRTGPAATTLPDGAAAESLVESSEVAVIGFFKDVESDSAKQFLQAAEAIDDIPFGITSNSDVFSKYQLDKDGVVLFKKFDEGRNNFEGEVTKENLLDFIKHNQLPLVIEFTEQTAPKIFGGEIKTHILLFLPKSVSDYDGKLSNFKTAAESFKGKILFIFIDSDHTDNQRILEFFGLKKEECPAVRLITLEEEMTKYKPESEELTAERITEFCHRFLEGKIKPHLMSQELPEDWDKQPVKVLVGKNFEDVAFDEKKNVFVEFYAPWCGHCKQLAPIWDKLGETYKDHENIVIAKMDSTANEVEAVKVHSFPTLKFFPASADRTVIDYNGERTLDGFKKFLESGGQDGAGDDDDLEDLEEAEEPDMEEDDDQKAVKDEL
HTR2A ag: mouse HTR2A agonism via beta-arrestin recruitment. 360,000 tested, 0.66% active. activation, % at 7.6 µM. CHO-K1 mHTR2A beta-arrestin complementation, luminescence; percent of 30 µM serotonin response. AID 624169;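 active = activation above a run cutoff, the mean activation of all tested compounds plus 3 SD, cut at about 14% in these data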;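 also: 0% = plate median of compound wells and 100% = 30 µM serotonin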
Target sequence (P35363 whole entry, looked up): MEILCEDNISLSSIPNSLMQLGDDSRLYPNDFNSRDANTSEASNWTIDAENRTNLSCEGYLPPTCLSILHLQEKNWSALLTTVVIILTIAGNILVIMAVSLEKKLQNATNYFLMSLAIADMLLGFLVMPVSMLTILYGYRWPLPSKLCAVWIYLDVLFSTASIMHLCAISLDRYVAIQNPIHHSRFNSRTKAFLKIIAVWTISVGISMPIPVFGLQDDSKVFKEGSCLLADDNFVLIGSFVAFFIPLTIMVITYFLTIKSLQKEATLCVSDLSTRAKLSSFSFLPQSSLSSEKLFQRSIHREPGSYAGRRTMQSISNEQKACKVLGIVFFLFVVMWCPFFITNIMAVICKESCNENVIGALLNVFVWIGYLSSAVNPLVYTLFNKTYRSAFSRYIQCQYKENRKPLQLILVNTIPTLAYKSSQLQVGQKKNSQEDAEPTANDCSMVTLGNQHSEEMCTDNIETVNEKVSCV
MC4R antag cAMP: blocks human MC4R cAMP signaling. MC4R-expressing cells, MTII-stimulated cAMP, LANCE TR-FRET. inhibition, % at 6.5 µM. 360,000 tested, 0.48% active;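 active = inhibition above its plate's cutoff, the mean of tested wells on that plate plus 3 SD, cut at about 29% in these data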;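 also: 0% = Melanotan II alone and 100% = Melanotan II plus saturating MCL0020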
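system = U2OS cells with stable human MC4R expression | also added = Melanotan II challenge after compound preincubation | dosing = one concentration, 6.5 µM nominal | incubation = compound 30 min, challenge 1 h, detection 1 h | measured by = TR-FRET with Eu-cAMP and labeled anti-cAMP, 671 nm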
CaV13 ICDI inh: Primary screen for inhibitors of IQ motif and Ca2+-dependent inactivation inhibitor domain binding in CACNA1D, Förster resonance energy transfer in living cells, …; HEK cells, CFP/YFP FRET ICDI-IQ, plate reader, 10 min; percent FRET-ratio fall versus neutral wells; AID 743397; 340,000 tested, 0.098% active; inhibition, % at 12.3 µM;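 active = mean replicate inhibition of at least 30% and at least 1% of replicates passing that level; inconclusive = only one of the two criteria is met; inactive = neither criterion is met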;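 also: 0% = median of the neutral control wells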
ABCB6 inh 2: inhibitors of human ABC transporter ABCB6; 360,000 tested, 0.19% active; Q9NP58; fluorescence ratio to DMSO, % at 10 µM; AID 602162; K562-ABCB6 porphyrin accumulation, flow cytometry, 1 h; active compounds read low;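 active = fluorescence ratio to DMSO below 75%, the collection mean minus 3 SD; inconclusive = too few cells collected in the well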;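 also: signal is porphyrin accumulated inside mitochondria; 100% equals median channel fluorescence of DMSO control wells; lower ratio means ABCB6 inhibition with less porphyrin fluorescence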
N-glyco inh: blocks N-linked glycosylation in D54 reporter cells | D54 ERlucT glycosylation luciferase reporter, 24 h; percent of 100 nM tunicamycin response | reporter increase, % at 12.5 µM | 360,000 tested, 0.23% active;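 active = mean luciferase reporter signal, scaled so untreated is 0 and the glycosylation-blocking control 100, at or above a set limit in every replicate; inconclusive = mean reaches the limit but not every replicate does; inactive = mean below the limit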;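 also: luciferase carries N-glycosylation sites so blocking glycosylation raises the light; 0% = median of neutral control wells and 100% = median of 100 nM tunicamycin wells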
ABHD5 PLIN5 PPI: inhibitors of human ABHD5-perilipin-5 interaction; Q00G26+Q8WTS1; Split G. princeps luciferase complementation, luminescence, 4 h; inhibition, % at 4 µM; AID 602281; 360,000 tested, 0.78% active;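 active = inhibition above the mean inhibition across every tested compound plus 3 SD, cut at about 22% in these data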;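 also: 0% = DMSO only wells and the 100% control is not disclosed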
H9c2 protect: myocardial damage modulation in H9c2 cells | H9c2 cardiomyocytes, H2O2 injury protection, ATPLite, 2 h | protection from H2O2 cell death, % at 20 µM | 360,000 tested, 0.63% active;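 active = compounds giving at least 50% protection of heart cells from peroxide-induced death in the single-dose screen, raw or plate-pattern-corrected value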;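 also: 0% = DMSO wells with peroxide and 100% = DMSO wells without peroxide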
Granule exo inh: lytic granule exocytosis inhibition. TALL-104 LAMP-1 surface exposure, flow cytometry; cells stimulated with thapsigargin and PMA. inhibition, % at 10 µM. 360,000 tested, 0.66% active;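 active = inhibition above about 55%, limit read from the data; inconclusive = no clear call, values can overlap the other calls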
MC4R ag barr: activates human MC4R beta-arrestin recruitment; P32245; U2OS MC4R beta-arrestin complementation, luminescence; percent of melanotan II response, DMSO zero; activation, % at 8.9 µM; 360,000 tested, 0.98% active;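 active = activation above a per-plate cutoff, the mean activation of sample wells on that plate plus 3 SD, cut at about 8% in these data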
Active calls of the source: *.

For OC(CCN1CCOCC1)c1ccccc1 (stereo unspecified) the results were PDI turbidity -3, HTR2A ag 2, MC4R antag cAMP 17, CaV13 ICDI inh -3, ABCB6 inh 2 103, N-glyco inh 3, ABHD5 PLIN5 PPI 0, H9c2 protect -6, Granule exo inh 6 and MC4R ag barr 0.1.
For CCC(c1n[nH]c(=S)n1-c1ccccc1)N(C)C (stereo unspecified) the results were PDI turbidity 4, HTR2A ag -2, MC4R antag cAMP 0, CaV13 ICDI inh -4, ABCB6 inh 2 97, N-glyco inh 2, ABHD5 PLIN5 PPI 0, H9c2 protect 5, Granule exo inh -3 and MC4R ag barr -0.8.
COc1nc(N(C#N)CC(N)=O)nc(N2CCCC2)n1 was read as PDI turbidity -6, HTR2A ag 4, MC4R antag cAMP -18, CaV13 ICDI inh -5, ABCB6 inh 2 98, N-glyco inh 2, ABHD5 PLIN5 PPI 11, H9c2 protect -3, Granule exo inh -3 and MC4R ag barr 1.0.
Cc1cccc(CNC(=O)c2ccc(NC(=O)C3=CSCCO3)cc2)c1 was read as PDI turbidity 12, HTR2A ag -4, MC4R antag cAMP -3, ABCB6 inh 2 99, N-glyco inh -1, ABHD5 PLIN5 PPI -5, H9c2 protect -1, Granule exo inh 3 and MC4R ag barr -0.8.
Screening Cc1ccc(C)c(NC(=O)CN(C)S(=O)(=O)c2ccc(F)cc2)c1 returned PDI turbidity 3, HTR2A ag -1, MC4R antag cAMP -4, CaV13 ICDI inh -8, ABCB6 inh 2 100, N-glyco inh 2, ABHD5 PLIN5 PPI 11, H9c2 protect 2, Granule exo inh 7 and MC4R ag barr -1.5.
`Cc1n[nH]c(=O)c2c(NC(=O)COC(=O)c3cc(F)cc(F)c3)oc(C)c12` gave PDI turbidity -9, HTR2A ag 9, MC4R antag cAMP 5, CaV13 ICDI inh -3, ABCB6 inh 2 94, N-glyco inh 1, ABHD5 PLIN5 PPI 11, H9c2 protect -7, Granule exo inh -2 and MC4R ag barr 1.8.
`CC(C)Oc1ccc(C(=O)Nc2cccc(S(=O)(=O)N3CCCC3)c2)cc1` gave PDI turbidity -3, HTR2A ag 2, MC4R antag cAMP 10, CaV13 ICDI inh -7, ABCB6 inh 2 99, N-glyco inh -1, ABHD5 PLIN5 PPI -5, H9c2 protect -12, Granule exo inh 0 and MC4R ag barr 1.9.
Screening O=C(OCC(=O)C12CC3CC(CC(C3)C1)C2)c1cnccn1 returned PDI turbidity 3, HTR2A ag 1, MC4R antag cAMP 5, CaV13 ICDI inh -6, ABCB6 inh 2 102, N-glyco inh 3, ABHD5 PLIN5 PPI 14, H9c2 protect -2, Granule exo inh 16 and MC4R ag barr -0.2.
`CCOC(=O)CNC(=O)C1CCCc2c1[nH]c1ccc(Cl)cc21` (stereo unspecified) gave PDI turbidity -2, HTR2A ag -3, MC4R antag cAMP -4, CaV13 ICDI inh -5, ABCB6 inh 2 99, N-glyco inh 1, ABHD5 PLIN5 PPI 3, H9c2 protect -3, Granule exo inh 1 and MC4R ag barr -1.0.
Screening O=C(NC1CCC(O)CC1)c1cccnc1Sc1ccccc1Cl (stereo unspecified) returned PDI turbidity 3, HTR2A ag 8, MC4R antag cAMP 5, CaV13 ICDI inh -8, ABCB6 inh 2 97, N-glyco inh -1, ABHD5 PLIN5 PPI 8, H9c2 protect 2, Granule exo inh -2 and MC4R ag barr -1.6.
COc1ccc(-c2oc3ccccc3c2C(=O)Oc2ccccc2)cc1 was read as PDI turbidity 0, HTR2A ag 5, MC4R antag cAMP -1, CaV13 ICDI inh -5, ABCB6 inh 2 95, N-glyco inh -2, ABHD5 PLIN5 PPI -3, H9c2 protect -12, Granule exo inh -2 and MC4R ag barr -1.8.
O=C(Nc1ccccc1N1CCOCC1)c1ccc(Cl)c(S(=O)(=O)NCc2ccco2)c1 was read as PDI turbidity 10, HTR2A ag -3, MC4R antag cAMP 3, CaV13 ICDI inh -6, ABCB6 inh 2 101, N-glyco inh 3, ABHD5 PLIN5 PPI 4, H9c2 protect 0, Granule exo inh 0 and MC4R ag barr -1.9.
Screening Cc1ccc(C(C)C)cc1S(=O)(=O)Nc1cccnc1 returned PDI turbidity -6, HTR2A ag -4, MC4R antag cAMP 0, CaV13 ICDI inh -22, ABCB6 inh 2 97, N-glyco inh 2, ABHD5 PLIN5 PPI 1, H9c2 protect -5, Granule exo inh -7 and MC4R ag barr -0.5.
`CS(=O)(=O)c1ccc(Cl)c(NC(=O)COC(=O)CNC(=O)c2cccs2)c1` gave PDI turbidity 2, HTR2A ag -1, MC4R antag cAMP -3, CaV13 ICDI inh -5, ABCB6 inh 2 99, N-glyco inh 2, ABHD5 PLIN5 PPI 5, H9c2 protect -2, Granule exo inh 8 and MC4R ag barr 0.9.
For CN(c1cccc(NC(=O)Nc2ccc(Cl)cc2)c1)S(C)(=O)=O the results were PDI turbidity -11, HTR2A ag -6, MC4R antag cAMP 3, CaV13 ICDI inh -4, ABCB6 inh 2 102, N-glyco inh -8, ABHD5 PLIN5 PPI 1, H9c2 protect -14, Granule exo inh 0 and MC4R ag barr 1.0.
CC(=O)c1ccc(N2CCCCC2)c(F)c1 was read as PDI turbidity -1, HTR2A ag 10, MC4R antag cAMP 17, CaV13 ICDI inh -4, ABCB6 inh 2 103, N-glyco inh -2, ABHD5 PLIN5 PPI -5, H9c2 protect -5, Granule exo inh -1 and MC4R ag barr -0.8.
Screening CN1CCN(C(=O)/C(=C/c2cccc([N+](=O)[O-])c2)NC(=O)c2ccccc2)CC1 returned PDI turbidity 11, HTR2A ag 0, MC4R antag cAMP 18, CaV13 ICDI inh -4, ABCB6 inh 2 97, N-glyco inh 1, ABHD5 PLIN5 PPI -6, H9c2 protect -4, Granule exo inh -4 and MC4R ag barr -0.9.
For CCCC(c1nnnn1C1CCCCC1)N1CCN(c2ncccn2)CC1 (stereo unspecified) the results were PDI turbidity 3, HTR2A ag 1, MC4R antag cAMP 2, CaV13 ICDI inh -5, ABCB6 inh 2 91, N-glyco inh -1, ABHD5 PLIN5 PPI -7, H9c2 protect 0, Granule exo inh -1 and MC4R ag barr -1.1.
Screening O=C(CC(c1ccccc1)c1ccccc1)Nc1ccc(O)cc1 returned PDI turbidity -1, HTR2A ag 2, MC4R antag cAMP 8, CaV13 ICDI inh -17, ABCB6 inh 2 99, N-glyco inh 0, ABHD5 PLIN5 PPI -6, H9c2 protect -2, Granule exo inh 2 and MC4R ag barr -1.0.
`CCCN1CCN(CCCNC(=O)c2cc3c(=O)[nH]c4ccc(C)cc4c3s2)CC1` gave PDI turbidity -1, HTR2A ag -7, MC4R antag cAMP 12, CaV13 ICDI inh -16, ABCB6 inh 2 97, N-glyco inh 5, ABHD5 PLIN5 PPI -1, H9c2 protect 2, Granule exo inh 6 and MC4R ag barr -2.6.
`CCOC(=O)c1c(C)nn(-c2ccc(NC(=O)CSCC(=O)O)cc2)c1C` gave PDI turbidity 1, HTR2A ag 6, MC4R antag cAMP -5, CaV13 ICDI inh -4, ABCB6 inh 2 inconclusive, N-glyco inh 1, ABHD5 PLIN5 PPI 11, H9c2 protect -2, Granule exo inh 1 and MC4R ag barr 3.0.
For CCOc1ccc(S(=O)(=O)N2CCCC(C(=O)NCc3ccccn3)C2)cc1C (stereo unspecified) the results were PDI turbidity -7, HTR2A ag -9, MC4R antag cAMP -2, CaV13 ICDI inh -7, ABCB6 inh 2 91, N-glyco inh 2, ABHD5 PLIN5 PPI 6, H9c2 protect -7, Granule exo inh -16 and MC4R ag barr 2.4.
Screening COc1ccc(Oc2coc3cc(OC(=O)c4cccs4)ccc3c2=O)cc1 returned PDI turbidity 5, HTR2A ag -2, MC4R antag cAMP 9, CaV13 ICDI inh 0, ABCB6 inh 2 101, N-glyco inh 3, ABHD5 PLIN5 PPI -3, H9c2 protect -4, Granule exo inh -7 and MC4R ag barr -0.4.
For COc1cccc(CNC(=O)C2CCN(S(=O)(=O)c3cccc4nonc34)CC2)c1 the results were PDI turbidity -11, HTR2A ag -4, MC4R antag cAMP 0, CaV13 ICDI inh -4, ABCB6 inh 2 99, N-glyco inh -4, ABHD5 PLIN5 PPI 3, H9c2 protect 2, Granule exo inh -1 and MC4R ag barr 1.5.
CC(C)c1ccccc1NS(=O)(=O)N(C)C was read as PDI turbidity -5, HTR2A ag 4, MC4R antag cAMP 7, CaV13 ICDI inh -4, ABCB6 inh 2 94, N-glyco inh 0, ABHD5 PLIN5 PPI -5, H9c2 protect -4, Granule exo inh -3 and MC4R ag barr 0.0.
Screening CC(C)COC(=O)n1ccc(C(=O)N2CCCCC2)n1 returned PDI turbidity 14, HTR2A ag 1, MC4R antag cAMP 4, ABCB6 inh 2 103, N-glyco inh 2, ABHD5 PLIN5 PPI 4, H9c2 protect 4, Granule exo inh -1 and MC4R ag barr -2.1.
Screening Cc1cc(C)c(NC(=O)CCN2C(=O)c3ccccc3S2(=O)=O)c(C)c1 returned PDI turbidity 3, HTR2A ag 3, MC4R antag cAMP 22, CaV13 ICDI inh -6, ABCB6 inh 2 93, N-glyco inh 0, ABHD5 PLIN5 PPI -2, H9c2 protect 3, Granule exo inh -8 and MC4R ag barr -0.9.
`CC(Oc1cccc(Cl)c1)C(=O)Nc1ccc(N2CCOCC2)cc1N1CCOCC1` (stereo unspecified) gave PDI turbidity -1, HTR2A ag -1, MC4R antag cAMP 23, CaV13 ICDI inh -7, ABCB6 inh 2 96, N-glyco inh -4, ABHD5 PLIN5 PPI -8, H9c2 protect 3, Granule exo inh -5 and MC4R ag barr -3.1.
Screening O=C(NC1CCc2ccccc21)c1cc(COc2ccc(F)cc2F)on1 (stereo unspecified) returned PDI turbidity -8, HTR2A ag -9, MC4R antag cAMP -1, CaV13 ICDI inh 2, ABCB6 inh 2 95, N-glyco inh 1, ABHD5 PLIN5 PPI -4, H9c2 protect -11, Granule exo inh -2 and MC4R ag barr -2.0.
CC(C)(C)OC(=O)NCCc1nnc(SCc2ccc(Cl)cc2)o1 was read as PDI turbidity 9, HTR2A ag -1, MC4R antag cAMP 12, CaV13 ICDI inh -4, ABCB6 inh 2 97, N-glyco inh -3, ABHD5 PLIN5 PPI -7, H9c2 protect 2, Granule exo inh -1 and MC4R ag barr 2.5.
`O=c1c2ccccc2nc2n1CCC2O` (stereo unspecified) gave HTR2A ag 2, MC4R antag cAMP 1, ABCB6 inh 2 102, N-glyco inh 0, ABHD5 PLIN5 PPI 3, H9c2 protect 0, Granule exo inh -4 and MC4R ag barr 1.8.
Screening C[C@@H]1CN([C@H](C)CO)C(=O)c2cc(NC(=O)Nc3ccc(C(F)(F)F)cc3)ccc2O[C@H]1CN(C)C(=O)Nc1ccc(F)cc1 returned PDI turbidity -36, HTR2A ag 2, MC4R antag cAMP 4, CaV13 ICDI inh -11, ABCB6 inh 2 100, N-glyco inh -4, ABHD5 PLIN5 PPI 8, H9c2 protect -2, Granule exo inh 3 and MC4R ag barr 0.2.

The order is random; any-hit rate near 4.2%.
